From PubChem
INS-1E ATP HTS: INS-1E beta cell protection from cytokine death; INS-1E cytokine-induced death, ATP luminescence, 48 h; normalised: neutral wells 0, positive control 100; protection from cytokine-induced ATP loss, % at 10 µM; 0.1% of 20,000 active; AID 488910;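 active = mean replicate protection from cytokine-induced ATP loss at least 50% and at least 75% of replicates each reaching 50%; inconclusive = meets only one of the two criteria, mean or replicate share; inactive = fails both the mean and replicate share criteria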
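Material: INS-1E rat cells; Quantity: 8000 cells/well; Buffer or medium: phenol-red-free RPMI with 5% fetal bovine serum; Probe or stimulus: cytokine cocktail of IFN-γ, TNF-α and IL-1β; Compound dosing: single test concentration per compound, delivered by pin transfer; Incubation: 48 h co-treatment, 10 min post-lysis read; Signal: CellTiter-Glo luminescence.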
T cruzi HTS: intracellular Trypanosoma cruzi inhibition. intracellular Trypanosoma cruzi in host cells, plate reader. activity score (inhibition), % at 5.01 µM. 4.9% of 22,000 active. AID 651903; in the data active = activity score above about 55%; inconclusive = no clear call, values can overlap the other calls;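 note: parasites and compound incubated about four days before reading; 0% = median of neutral control wells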
* = called active by the depositor; u = inconclusive; x = not tested or not shown.

mol	INS-1E ATP HTS	T cruzi HTS
C[C@H]1CN([C@@H](C)CO)C(=O)CCCn2nncc2CO[C@@H]1CN(C)S(=O)(=O)c1cccs1	x	-13
C[C@H](CO)N1C[C@H](C)[C@H](CN(C)Cc2ccc(-c3ccccc3)cc2)Oc2c(NC(=O)C3CC3)cccc2C1=O	-25	-13
C[C@@H]1CN([C@@H](C)CO)C(=O)CCCn2nncc2CO[C@@H]1CN(C)S(=O)(=O)c1ccc(-c2ccccc2)cc1	x	16
Cc1noc(C)c1NC(=O)Nc1cccc2c1O[C@H](CN(C)Cc1ccc3c(c1)OCO3)[C@@H](C)CN([C@H](C)CO)C2=O	1	7
C[C@@H]1CN([C@@H](C)CO)C(=O)CCCn2cc(nn2)CO[C@@H]1CN(C)C(=O)Nc1ccccc1F	x	-13
COC(=O)CCCCCCC(=O)NN=C1CCCCCC1	-1	-1
C[C@@H]1CN([C@H](C)CO)C(=O)c2cccc(NC(=O)c3nc4ccccc4s3)c2O[C@@H]1CN(C)C(=O)Nc1ccc(F)cc1	-5	13
C[C@H](CO)N1C[C@H](C)[C@@H](CN(C)C(=O)CCCN(C)C)OCc2cnnn2CCCC1=O	x	-6
CNC[C@@H]1Oc2ccc(NS(=O)(=O)c3ccc(Cl)cc3)cc2C(=O)N([C@@H](C)CO)C[C@H]1C	4	-14
Cc1noc(C)c1NC(=O)N(C)C[C@H]1Oc2c(NC(=O)c3ccc(-c4nccs4)cc3)cccc2C(=O)N([C@H](C)CO)C[C@H]1C	3	10
C[C@H](CO)N1C[C@H](C)[C@@H](CN(C)Cc2ccncc2)Oc2c(NC(=O)Nc3ccccc3)cccc2C1=O	-2	12
C[C@H]1CN([C@@H](C)CO)C(=O)Cc2cc(NC(=O)Nc3ccccc3)ccc2O[C@@H]1CN(C)S(=O)(=O)c1ccc(Cl)cc1	0	-7
Cc1ccc(S(=O)(=O)N(C)C[C@H]2Oc3ccc(NC(=O)Cn4cnnn4)cc3CC(=O)N([C@@H](C)CO)C[C@H]2C)cc1	10	9
C[C@H](CO)N1C[C@H](C)[C@H](CN(C)C)Oc2c(NC(=O)Nc3ccc4c(c3)OCO4)cccc2C1=O	-3	-11
C[C@H](CO)N1C[C@H](C)[C@@H](CN(C)C(=O)Nc2ccc3c(c2)OCO3)Oc2ccc(NS(=O)(=O)c3cccs3)cc2C1=O	8	-10
O=C(CCCCCCC(=O)Nc1ccccc1O)NN=C1CCCC1	6	-10
C[C@H]1CN([C@@H](C)CO)C(=O)c2cc(NC(=O)Cc3ccccc3)ccc2O[C@H]1CN(C)C(=O)Nc1ccc2c(c1)OCO2	x	-5
C[C@H](CO)N1C[C@H](C)[C@H](CN(C)S(=O)(=O)c2ccccc2)Oc2c(NC(=O)c3ccc(-c4nccs4)cc3)cccc2C1=O	6	43
C[C@@H]1CN([C@H](C)CO)C(=O)c2cc(NC(=O)Nc3cccc4ccccc34)ccc2O[C@H]1CN(C)Cc1ccncc1	-32	-25
CC(C)=CCC[C@@H](C)C/C=N/NC(=O)CCCCC(=O)NO	3	14

The last 7 entries of the part before come first, to join the parts.
mol	INS-1E ATP HTS	T cruzi HTS
C[C@H](CO)N1C[C@H](C)[C@H](CN(C)C)Oc2c(NC(=O)Nc3ccc4c(c3)OCO4)cccc2C1=O	-3	-11
C[C@H](CO)N1C[C@H](C)[C@@H](CN(C)C(=O)Nc2ccc3c(c2)OCO3)Oc2ccc(NS(=O)(=O)c3cccs3)cc2C1=O	8	-10
O=C(CCCCCCC(=O)Nc1ccccc1O)NN=C1CCCC1	6	-10
C[C@H]1CN([C@@H](C)CO)C(=O)c2cc(NC(=O)Cc3ccccc3)ccc2O[C@H]1CN(C)C(=O)Nc1ccc2c(c1)OCO2	x	-5
C[C@H](CO)N1C[C@H](C)[C@H](CN(C)S(=O)(=O)c2ccccc2)Oc2c(NC(=O)c3ccc(-c4nccs4)cc3)cccc2C1=O	6	43
C[C@@H]1CN([C@H](C)CO)C(=O)c2cc(NC(=O)Nc3cccc4ccccc34)ccc2O[C@H]1CN(C)Cc1ccncc1	-32	-25
CC(C)=CCC[C@@H](C)C/C=N/NC(=O)CCCCC(=O)NO	3	14
C[C@H]1CN([C@@H](C)CO)C(=O)c2cc(NC(=O)C3CCCCC3)ccc2O[C@H]1CN(C)Cc1ccc(C(=O)O)cc1	4	-13
Cc1cc(C(=O)Nc2cccc3c2O[C@H](CN(C)C(=O)Nc2ccccc2)[C@@H](C)CN([C@@H](C)CO)C3=O)n(C)n1	4	-41
Cc1noc(C)c1NC(=O)Nc1cccc2c1O[C@H](CN(C)Cc1ccc3c(c1)OCO3)[C@H](C)CN([C@@H](C)CO)C2=O	-1	1
C[C@@H]1CN([C@H](C)CO)C(=O)c2cccc(NS(=O)(=O)c3ccc(Cl)cc3)c2O[C@@H]1CN(C)C	0	18
C[C@@H]1CN([C@@H](C)CO)C(=O)c2cccc(NC(=O)C3CCCCC3)c2O[C@@H]1CN(C)S(=O)(=O)c1ccccc1	-2	57*
C[C@@H]1CN([C@H](C)CO)C(=O)Cc2cc(NS(=O)(=O)c3cn(C)cn3)ccc2O[C@H]1CN(C)S(=O)(=O)c1ccccc1	5	-17
COc1ccc(S(=O)(=O)Nc2ccc3c(c2)CC(=O)N([C@H](C)CO)C[C@@H](C)[C@H](CN(C)S(=O)(=O)c2cccs2)O3)cc1	3	-10
C[C@@H]1CN([C@H](C)CO)C(=O)c2cccc(NC(=O)c3ccc(-c4nccs4)cc3)c2O[C@H]1CN(C)Cc1ccc2c(c1)OCO2	-4	45
C[C@@H]1CCCCO[C@H](CN(C)Cc2ccc(C(F)(F)F)cc2)[C@@H](C)CN([C@H](C)CO)C(=O)c2cc(NC(=O)Nc3ccccc3)ccc2O1	-22	67*
C[C@H]1CN([C@@H](C)CO)C(=O)c2cc(NC(=O)Nc3ccc(F)cc3)ccc2O[C@H]1CN(C)S(=O)(=O)c1cn(C)cn1	7	-2
C[C@H](CO)N1C[C@H](C)[C@H](CN(C)Cc2ccc(Cl)c(Cl)c2)Oc2c(NC(=O)Nc3ccc4c(c3)OCO4)cccc2C1=O	-23	82*
C[C@@H]1CN([C@H](C)CO)C(=O)c2cccc(NC(=O)c3ccncc3)c2O[C@H]1CN(C)Cc1ccc(C(F)(F)F)cc1	2	79*
C[C@H]1CN([C@@H](C)CO)C(=O)c2cc(NC(=O)Cn3cnnn3)ccc2O[C@H]1CN(C)Cc1ccc(C(F)(F)F)cc1	x	-11
C[C@@H]1CN([C@@H](C)CO)C(=O)c2cccc(NC(=O)C3CCCCC3)c2O[C@H]1CN(C)Cc1ccc(-c2ccccc2)cc1	-39	71*
C[C@H](CO)N1C[C@H](C)[C@@H](CN(C)CC2CCCCC2)Oc2ccc(NC(=O)CCC(F)(F)F)cc2C1=O	-4	7
C[C@H]1CN([C@@H](C)CO)C(=O)c2cc(NC(=O)Nc3cccc4ccccc34)ccc2O[C@H]1CN(C)Cc1ccc(-c2ccccc2)cc1	x	19
C[C@H]1CN([C@@H](C)CO)C(=O)Cc2cc(NC(=O)Nc3ccc(F)cc3)ccc2O[C@@H]1CN(C)Cc1ccncc1	7	-9
C[C@@H]1CN([C@@H](C)CO)C(=O)CCCn2nncc2CO[C@H]1CN(C)C(=O)Nc1cccc2ccccc12	x	1
C[C@@H]1CN([C@H](C)CO)C(=O)Cc2cc(NC(=O)C3CC3)ccc2O[C@@H]1CN(C)C(=O)Nc1ccc(F)cc1	10	-5
C[C@H](CO)N1C[C@H](C)[C@@H](CN(C)C(=O)NC2CCCCC2)Oc2c(NS(=O)(=O)c3cccs3)cccc2C1=O	-1	41

The results go on:
molecule,INS-1E ATP HTS,T cruzi HTS
C[C@H](CO)N1C[C@H](C)[C@H](CN(C)Cc2ccc(Cl)c(Cl)c2)Oc2ccc(NC(=O)Nc3ccc(C(F)(F)F)cc3)cc2CC1=O,-9,63*
Cc1ccc(S(=O)(=O)N(C)C[C@H]2Oc3ccc(NC(=O)c4ccncc4)cc3CC(=O)N([C@@H](C)CO)C[C@H]2C)cc1,2,-7
C[C@H](CO)N1C[C@H](C)[C@H](CN(C)Cc2ccc3cccnc3c2)OCc2cnnn2CCCC1=O,x,-13
C[C@@H]1CN([C@H](C)CO)C(=O)Cc2cc(N(C)C)ccc2O[C@@H]1CN(C)Cc1ccc(C(F)(F)F)cc1,-1,-4
C[C@H](CO)N1C[C@H](C)[C@@H](CN(C)S(=O)(=O)c2cccs2)Oc2ccc(NC(=O)Nc3cccc4ccccc34)cc2C1=O,-1,11
C[C@@H]1CN([C@@H](C)CO)C(=O)c2cc(NC(=O)CCN3CCOCC3)ccc2O[C@H]1CN(C)S(=O)(=O)c1cn(C)cn1,5,-22
C[C@H](CO)N1C[C@H](C)[C@@H](CN(C)CC2CCCCC2)Oc2ccc(NC(=O)CCCN(C)C)cc2C1=O,1,-14
COc1ccc(NC(=O)Nc2cccc3c2O[C@@H](CN(C)Cc2ccc(Oc4ccccc4)cc2)[C@@H](C)CN([C@@H](C)CO)C3=O)cc1,-39,36
C[C@@H]1CN([C@@H](C)CO)C(=O)c2cc(NC(=O)Nc3ccc(F)cc3)ccc2O[C@@H]1CN(C)S(C)(=O)=O,9,6
Cc1ccc(S(=O)(=O)Nc2cccc3c2O[C@H](CN(C)C)[C@@H](C)CN([C@@H](C)CO)C3=O)cc1,13,-17
COc1ccc(S(=O)(=O)N(C)C[C@H]2Oc3ccc(NC(=O)Nc4ccc(F)cc4)cc3CC(=O)N([C@@H](C)CO)C[C@@H]2C)cc1,10,7
COc1ccc(S(=O)(=O)N(C)C[C@@H]2Oc3c(NS(C)(=O)=O)cccc3C(=O)N([C@@H](C)CO)C[C@@H]2C)cc1,3,46
C[C@H]1CN([C@@H](C)CO)C(=O)Cc2cc(NC(=O)Cc3cn(C)c4ccccc34)ccc2O[C@@H]1CN(C)C(=O)Nc1ccc(F)cc1,11,-4
C[C@@H]1CN([C@H](C)CO)C(=O)c2cccc(NC(=O)Nc3ccc(F)cc3)c2O[C@@H]1CN(C)CC1CCCCC1,-3,-48
C[C@H](CO)N1C[C@H](C)[C@@H](CN(C)S(=O)(=O)c2ccc(Cl)cc2)Oc2ccc(NS(=O)(=O)c3ccc(Cl)cc3)cc2C1=O,-5,39
C[C@H]1CN([C@@H](C)CO)C(=O)c2cc(NC(=O)C3CCCCC3)ccc2O[C@@H]1CN(C)Cc1ccc(C(=O)O)cc1,12,-20
O=C(O)CCCCCC(=O)N/N=C/c1ccc(Br)s1,11,-16
C[C@@H]1CN([C@H](C)CO)C(=O)c2cccc(NC(=O)c3ccc(-c4nccs4)cc3)c2O[C@H]1CN(C)S(=O)(=O)c1cccs1,13,16
C[C@H](CO)N1C[C@H](C)[C@H](CN(C)S(=O)(=O)c2ccc(Cl)cc2)Oc2ccc(NS(=O)(=O)c3cccs3)cc2CC1=O,-6,5
C[C@@H]1CN([C@@H](C)CO)C(=O)c2cc(NS(=O)(=O)c3cccs3)ccc2O[C@H]1CN(C)Cc1ccc(C(=O)O)cc1,-6,-21
COc1ccc(CN(C)C[C@@H]2OCCCC[C@@H](C)Oc3ccc(NC(=O)CCCN(C)C)cc3C(=O)N([C@H](C)CO)C[C@@H]2C)cc1,-4,-20
C[C@H](CO)N1C[C@H](C)[C@@H](CN(C)C)Oc2ccc(NC(=O)C3CCCCC3)cc2C1=O,6,-25
C[C@H]1CN([C@@H](C)CO)C(=O)c2cc(NC(=O)NC3CCCCC3)ccc2O[C@@H]1CN(C)C(=O)Nc1ccc2c(c1)OCO2,-2,9
COC(=O)N(C)C[C@@H]1OCc2cnnn2CCCC(=O)N([C@@H](C)CO)C[C@@H]1C,x,-10
CNC[C@@H]1Oc2ccc(NC(=O)C3CCCCC3)cc2CC(=O)N([C@H](C)CO)C[C@@H]1C,7,-14
C[C@@H]1CN([C@@H](C)CO)C(=O)c2cc(NS(=O)(=O)c3cccs3)ccc2O[C@H]1CN(C)Cc1ccc2c(c1)OCO2,-5,3
C[C@H](CO)N1C[C@H](C)[C@H](CN(C)S(=O)(=O)c2cn(C)cn2)Oc2ccc(NS(C)(=O)=O)cc2C1=O,4,-7
C[C@@H]1CN([C@@H](C)CO)C(=O)c2cc(NC(=O)Nc3ccc(F)cc3)ccc2O[C@@H]1CN(C)S(=O)(=O)c1cccs1,6,u
C[C@@H]1CN([C@H](C)CO)C(=O)CCCn2nncc2CO[C@H]1CN(C)C(=O)Nc1cccc(C(F)(F)F)c1,x,6
COc1ccc(NC(=O)N(C)C[C@@H]2Oc3ccc(NS(=O)(=O)c4cccs4)cc3CC(=O)N([C@@H](C)CO)C[C@@H]2C)cc1,0,-4
C[C@H]1CN([C@@H](C)CO)C(=O)Cc2cc(NC(=O)CCC(F)(F)F)ccc2O[C@H]1CN(C)S(=O)(=O)c1cccs1,-3,-30
